Assay outcomes as filed in PubChem.
TDP1 block: qHTS Assay for Inhibitors of Tyrosyl-DNA Phosphodiesterase (TDP1); recombinant TDP1, AlphaScreen DNA substrate cleavage; AID 485290, 2010; Tyrosyl-DNA phosphodiesterase 1 (Homo sapiens), Q9NUW8; hit rate 0.28% among 350,000; Potency, µM (series often up to 130 µM), for inactives: at the top dose activity change, negative = inhibition, hits mostly inhibitors; further: nearly all actives have a fitted effect of over 40% in size
Target sequence (Q9NUW8 whole entry, looked up): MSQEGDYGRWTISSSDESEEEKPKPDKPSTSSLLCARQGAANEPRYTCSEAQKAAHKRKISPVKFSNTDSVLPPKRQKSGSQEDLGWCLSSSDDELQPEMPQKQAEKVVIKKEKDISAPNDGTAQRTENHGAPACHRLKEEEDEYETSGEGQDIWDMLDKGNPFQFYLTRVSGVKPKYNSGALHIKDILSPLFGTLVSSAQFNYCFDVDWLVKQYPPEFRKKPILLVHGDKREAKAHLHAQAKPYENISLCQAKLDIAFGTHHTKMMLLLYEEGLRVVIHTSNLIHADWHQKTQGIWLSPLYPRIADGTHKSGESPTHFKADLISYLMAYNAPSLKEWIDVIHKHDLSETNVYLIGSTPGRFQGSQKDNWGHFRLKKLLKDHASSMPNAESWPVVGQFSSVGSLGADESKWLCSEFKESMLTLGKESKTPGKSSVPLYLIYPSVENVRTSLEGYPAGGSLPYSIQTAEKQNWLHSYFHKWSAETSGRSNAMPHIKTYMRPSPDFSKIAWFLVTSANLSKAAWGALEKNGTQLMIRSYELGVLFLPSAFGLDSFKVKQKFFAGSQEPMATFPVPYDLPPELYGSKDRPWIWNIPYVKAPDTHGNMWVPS
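Here, a 5' biotin and 3' phosphotyrosine-FITC DNA oligonucleotide reports Tdp1 activity: intact substrate bridges AlphaScreen beads, while cleavage leaves a 3' phosphate and drops signal. All incubations at room temperature.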
DT40 TDP1 no CPT: qHTS for Inhibitors of human tyrosyl-DNA phosphodiesterase 1 (TDP1): qHTS in cells in absence of CPT. DT40 Tdp1-/- hTDP1 cells, no CPT, ATP luminescence, 48 h. Potency, µM (top dose mostly 46.2 µM), without a hit: at the top dose activity change, negative = growth inhibition, actives largely listed as inhibitors. hit rate 15% among 420,000. AID 686978, 2013; further: nearly all actives have a fitted effect of over 55% in size
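Chicken DT40 Tdp1-/- cells complemented with human TDP1, screened without camptothecin (DMSO vehicle only), 400 cells/well. Compounds pin-transferred, cells incubated at 37 °C for at least 48 hr. Growth read as ATP-dependent luminescence (CellTiter-Glo, 30 min at RT).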
TDP1 cell CPT: qHTS for Inhibitors of human tyrosyl-DNA phosphodiesterase 1 (TDP1): qHTS in cells in presence of CPT; chicken DT40 Tdp1-/-;hTDP1 cells + 20 nM CPT, ATP luminescence, 48 h; Potency, µM (doses to about 46.2 µM), for inactives: top-dose activity change, negative = growth inhibition, hits mostly inhibitors; hit rate 12% among 420,000; further: nearly all actives have a fitted effect of over 55% in size
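Chicken DT40 Tdp1-/- cells complemented with human TDP1, 400 cells/well, exposed to compounds plus 20 nM camptothecin for at least 48 h at 37 C; viability read as ATP content by CellTiter-Glo luminescence.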
The depositor's hits bear a star; ? = inconclusive; · = not tested or not shown; [ ] = remark or other dose. The call rests on the fitted dose curve; in most records, active means well fitted curve in the direction sought with a large enough effect; inconclusive means small, poorly fitted or top-dose-only effect, or another doubt; inactive means no such curve, though single readings can be large; an effect the other way counts as inactive or inconclusive. On the % scale 0 is the no-effect control and ±100 the full control effect; potency means the concentration at half of the fitted maximal effect.

The line under a structure holds: TDP1 cell CPT | DT40 TDP1 no CPT | TDP1 block
- COc1ccc(C2c3ccc(O)cc3Oc3ncn4nc(-c5ccncc5)nc4c32)cc1OC (configuration not stated)
  ? | 23µM* | -1%
- O=C(CSc1n[nH]c(-c2ccccc2)n1)N1CCCC1
  4% | 6% | ·
- O=C(Cn1cnc2c(cnn2-c2ccc(Cl)cc2)c1=O)NC1CCCCC1
  2% | 10% | 0%
- CCN1CCN(C(=O)N2CCOCC2)CC1
  1% | -6% | -1%
- COc1ccc(NC(=S)Nc2ccc3c(c2)c(=O)n(C)n3-c2ccccc2)cc1
  ? | ? | ·
- COc1cccc(NC(=O)NCCC2=CCCCC2)c1
  -24% | ? | -8%
- CC1CCCCN1C(=O)Cn1ncc2c3ccccc3n(Cc3ccccc3F)c2c1=O (configuration not stated)
  9.2µM* | 9.2µM* | 0%
- O=C(NCCCN1CCCC1=O)C(=O)NCC1OCCCN1S(=O)(=O)c1cc(F)ccc1F (configuration not stated)
  -5% | -16% | 1%
- O=C(Cc1csc(-c2cccc(F)c2)n1)Nc1cccc(S(=O)(=O)NC2=NCCC2)c1
  1% | -26% | ·
- Cc1ccsc1C(=O)OCC(=O)NC1CC1
  -11% | 0% | 0%
- O=C(NCc1ccco1)c1ccccc1NS(=O)(=O)c1ccc2c(c1)OCCO2
  4% | -26% | 6%
- CSc1ccccc1OCc1cc(C(=O)N2CCN3CCCC3C2)no1 (configuration not stated)
  -18% | 1% | 3%
- CCC(=O)N1CCN(c2ccc(Cl)cc2NC(=S)NC(=O)c2ccco2)CC1
  ? | ? | ·
- FC(F)(F)c1ccc(N2CCN(Cc3ccc4c(c3)OCO4)CC2)nc1
  ? | -22% | 3%
- CCOC(=O)CSc1nnc(-c2ccccc2)o1
  -16% | -14% | 0%
- Cc1nnc(SCc2nnc(-c3ccc(Cl)cc3)o2)n1-c1ccccc1
  ? | ? | 5%
- COc1ccc(OC)c(C2=Nn3c(nnc3-c3ccco3)SC2)c1
  ? | ? | 5%
- O=C(NCC1CCCO1)C(c1cccs1)N(Cc1ccccc1)C(=O)c1ccc(-c2ccccc2)[nH]1 (configuration not stated)
  ? | 21µM* | 0%
- CCc1cccc(C)c1NC(=O)CSc1nc2ccccc2nc1Cc1ccccc1
  ? | 16µM* | 0%
- O=C(NNC(=O)c1ccccc1OCc1ccccc1)c1ccccc1F
  -1% | -18% | ·
- CCCCn1nnnc1SCC(=O)NCc1ccco1
  10% | 12% | -1%
- COc1ccc(/C=C2\SC(=S)N(CCCC(=O)Nc3cc(C)on3)C2=O)cc1OC
  2% | -19% | 2%
- CCn1c(=O)cc(OCC(=O)Nc2ccccc2Cl)c2ccccc21
  -10% | -21% | -4%
- CCCn1c(SCC(N)=O)nc2c(c1=O)C1(CCCC1)Cc1ccccc1-2
  0% | 9% | 0%
- COc1ccccc1N1CCN(S(=O)(=O)c2ccccc2)CC1
  ? | ? | 6%
- Cc1ccc(CNC(=O)c2cc3c(-c4ccc(Cl)cc4)nn(C)c3s2)o1
  ? | ? | 5%
- Cc1ccc(-c2nnc(SCC(=O)Nc3nccs3)n2N)cc1
  -25% | -5% | -2%
- CCc1ccc(OCC(=O)NNC(=O)c2cc(S(=O)(=O)N(C)C)ccc2N2CCCC2)cc1
  -30% | -27% | 6%[0.505 µM]
- O=C(c1cc(COc2c(F)cccc2F)on1)N1CCN(C2CCCCC2)CC1
  ? | -9% | 3%
- CN(C(=O)c1ccccn1)c1nnc(-c2ccccn2)s1
  3% | -7% | 1%
- CN(C)CCCOC(=O)c1ccccc1
  2% | -3% | 8%
- CCCc1cc(C(=O)Nc2cnn(Cc3ccc(F)cc3)c2)no1
  -20% | 4% | ·
- O=C(NCc1cccc(Br)c1)C1CC2Cn3c(nc4ccccc43)C2N1c1ccccc1 (configuration not stated)
  -27% | -28% | ·
- Cc1cc(C)n(CCN(C)C(=O)C2CCC(=O)N(CCN3CCOCC3)C2)n1 (configuration not stated)
  1% | -6% | 2%
- O=C(NCCc1ccccc1)C1CCCN(c2ncnc3c2nc2n3CCCCC2)C1 (configuration not stated)
  ? | ? | 5%
- CCOC(=O)c1cc(NC(=O)N(CC)CC)c(C)nc1C
  5% | 1% | 5%
- CCc1ccc(CCC(=O)Nc2nnc(C)s2)o1
  2% | 2% | 8%
- COCCCNC(=S)NNC(=O)c1ccccn1
  -2% | ? | 6%
- Cc1oc(-c2cccc3ccccc23)nc1CN1CCN(c2ncnc3ccccc23)CC1
  16µM* | 12µM* | 4%
- O=C(c1cccs1)N(C(=O)c1cccs1)c1ccccn1
  2% | -2% | 4%
- CCOC(=O)N1CCN(C(=O)CSc2ccc(Cl)cc2)CC1
  -24% | -4% | 4%
- COc1ccc(OC)c(NC(=O)Cc2nn(C)c(=O)c3ccccc23)c1
  16µM* | 16µM* | 1%
- Cc1c(C(=O)N2CCN(c3cccc(Cl)c3)CC2)cccc1[N+](=O)[O-]
  16µM* | 16µM* | 3%
- O=C(CCc1nnc(CCC2CCCCC2)o1)NCc1ccon1
  1% | -23% | ·
- Oc1c(Cl)cc(Cl)cc1/C=N/c1ncn[nH]1
  -23% | ? | ·
- O=C(c1cccc(N2C(=O)c3ccccc3C2=O)c1)N1CCCC(C(F)(F)F)C1 (configuration not stated)
  1% | -7% | -1%
- CCO[C@H]1OC(C(=O)NC2CC2)=C[C@@H](c2ccc3c(c2)OCO3)[C@@H]1CCCO
  -3% | 6% | 3%
- O=C(NCc1ccccn1)c1ccc(Cl)cc1Cl
  -17% | -9% | 7%
- O=C(NN1C(=O)NC2(CCCCC2)C1=O)c1ccc(Cl)c(Cl)c1
  -25% | 10% | 0%
- CCc1nnc(NS(=O)(=O)c2ccc(NC(=S)NC(=O)/C=C/c3ccc([N+](=O)[O-])cc3)cc2)s1
  0% | -2% | -5%
- COC(=O)CCCNC(=O)c1ccc2nc(Cc3ccc(OC)cc3)oc2c1
  ? | ? | ·
- CC(C)(C)Cc1c(-c2ccc(F)cc2)nc2ccc(Cl)cn12
  ? | 21µM* | ·
- CSc1nc(Cl)cc(N2CCOCC2)n1
  -5% | 6% | 8%
- O=C(NC(=S)Nn1cnc2c(cnn2-c2ccccc2)c1=O)c1ccc(Oc2ccccc2)cc1
  -17% | -19% | 3%
- COC(=O)COc1ccc(C2NC(=O)NC(c3ccccc3)=C2C(C)=O)cc1OC (configuration not stated)
  -7% | -19% | 7%
- COc1ccc(N(CC(=O)Nc2cccnc2)S(=O)(=O)c2ccccc2)cc1OC
  -11% | -15% | 0%
- CCN(CC)C(=O)Cn1cnc2sc(C(=O)Nc3cc(OC)c(OC)c(OC)c3)c(C)c2c1=O
  ? | 12µM* | 1%
- CCC(C)Nc1nc(N)c([N+](=O)[O-])c(N2CCCCCC2)n1 (configuration not stated)
  ? | 2.6µM* | ·
- CC(C)Cc1nc(C(N)=O)c2[nH]c(=O)n(-c3ccc(F)cc3)c2n1
  -11% | -30% | 4%
- COc1ccc(OC)c(S(=O)(=O)NCC(c2ccc(F)cc2)N2CCN(C)CC2)c1 (configuration not stated)
  -6% | -15% | ·

Gathered by group, the compounds so far containing a CF3 group
The line under a structure holds: TDP1 cell CPT | DT40 TDP1 no CPT | TDP1 block
- FC(F)(F)c1ccc(N2CCN(Cc3ccc4c(c3)OCO4)CC2)nc1
  ? | -22% | 3%
- O=C(c1cccc(N2C(=O)c3ccccc3C2=O)c1)N1CCCC(C(F)(F)F)C1 (configuration not stated)
  1% | -7% | -1%

The listing picks up; the 6 compounds before the break are reprinted first.
The line under a structure holds: TDP1 cell CPT | DT40 TDP1 no CPT | TDP1 block
- COC(=O)COc1ccc(C2NC(=O)NC(c3ccccc3)=C2C(C)=O)cc1OC (configuration not stated)
  -7% | -19% | 7%
- COc1ccc(N(CC(=O)Nc2cccnc2)S(=O)(=O)c2ccccc2)cc1OC
  -11% | -15% | 0%
- CCN(CC)C(=O)Cn1cnc2sc(C(=O)Nc3cc(OC)c(OC)c(OC)c3)c(C)c2c1=O
  ? | 12µM* | 1%
- CCC(C)Nc1nc(N)c([N+](=O)[O-])c(N2CCCCCC2)n1 (configuration not stated)
  ? | 2.6µM* | ·
- CC(C)Cc1nc(C(N)=O)c2[nH]c(=O)n(-c3ccc(F)cc3)c2n1
  -11% | -30% | 4%
- COc1ccc(OC)c(S(=O)(=O)NCC(c2ccc(F)cc2)N2CCN(C)CC2)c1 (configuration not stated)
  -6% | -15% | ·
- COc1ccc(NC(=O)c2c(NC(=O)c3ccncc3)sc3c2CCC(C(C)(C)C)C3)cc1 (configuration not stated)
  ? | ? | ·
- Cc1ccc(NC(=O)c2ncn(CCCNCC3CCCO3)n2)cc1C (configuration not stated)
  5% | -26% | ·
- CC(=O)Oc1ccc2c(=O)oc(-c3ccccc3)nc2c1
  -4% | -10% | ·
- COc1ccc(CN(C)CCc2ccccn2)c(OC)c1OC
  -12% | -3% | 1%
- Cc1cc(C)c(C)c(OCC(O)CN2CCN(c3ccccn3)CC2)c1 (configuration not stated)
  ? | -21% | 5%
- CCNC(=S)N1CCN(S(=O)(=O)c2ccc(Cl)s2)CC1
  -24% | ? | 0%
- CC(C)(C)C1CCC(C(=O)OCC(=O)c2ccc[nH]2)CC1 (configuration not stated)
  -2% | -10% | 3%
- O=C(Cc1ccc(OCCCc2ccccc2)cc1)NO
  11µM* | 14µM* | ·
- O=C(COc1ccc(F)cc1)N/N=C/c1cccc2cccnc12
  21µM* | 16µM* | ·
- CCc1nnc(NC(=O)c2cc3ccccc3oc2=O)s1
  -3% | -11% | 3%
- CCn1nc(C(=O)Nc2nc(-c3ccccn3)cs2)c2ccccc2c1=O
  2.9µM* | 3.3µM* | 0%
- CNS(=O)(=O)c1cccc(C(=O)OCC(=O)/C=C2/N(C)c3ccccc3C2(C)C)c1
  21µM* | 18µM* | -5%
- CNC(C)C(=O)NC(C(=O)N1CCCC1C(=O)NC1CCCc2ccccc21)C(C)C (configuration not stated)
  1% | 21% | 2%
- COC(=O)c1cc2oc3ccccc3c2n1Cc1ccc(C)cc1
  9% | -10% | 0%
- CC1CCN(c2nc(-c3ccc(F)cc3)cc(C(F)(F)F)n2)CC1
  -13% | -28% | -5%
- CCN(C(=O)c1ccc2c(=O)n3c(nc2c1)CCCCC3)c1cc(OC)ccc1OC
  -18% | 11% | 2%
- O=C(CCCOc1ccccc1)NC(=S)Nc1ccccc1
  ? | ? | -3%
- CC(C)(C)OC(=O)NCCCCCc1nnc(SCC(N)=O)o1
  7% | -4% | 3%
- CCN(C(=O)COC(=O)c1ccc(OC)c(S(=O)(=O)N(C)Cc2ccccc2)c1)C1CCS(=O)(=O)C1 (configuration not stated)
  -3% | 0% | -3%
- N[C@@H](Cn1ccc(=O)n(Cc2ccccc2C(=O)O)c1=O)C(=O)O
  -17% | 1% | 6%[56.1 µM]
- Cn1c(CSc2nc3ccccc3s2)nnc1SCC(=O)NCc1cccnc1
  -2% | -11% | ·
- CN(CC1COCCO1)C(=O)c1cc(COc2c(F)cccc2F)on1 (configuration not stated)
  -17% | ? | 1%
- Cc1ccc(NC(=S)NC2CCCCC2)cc1S(=O)(=O)N(C)C
  ? | ? | 5%
- Cc1ccc(-c2nnn(CC(=O)N3CCN(c4ccccc4)CC3)n2)o1
  -4% | -3% | 2%
- O=C(Nc1ccc(Cl)c(Cl)c1)C1CCN(C(=O)c2ccco2)CC1
  16µM* | 15µM* | 4%
- COc1ccc(N(CC(=O)NC2CCCC2)C(=O)CCC(=O)Nc2cc(C)on2)cc1OC
  1% | -19% | 12%
- CCC(=O)N1CCN(c2ccccc2NC(=O)COc2cccc(C)c2)CC1
  ? | -24% | 4%
- Cc1nc2ccc(NC(=O)c3oc4ccc(F)cc4c3C)cc2s1
  -5% | 9% | 0%
- Cc1cccc(NC(=O)Cn2c(=O)oc3ccccc32)c1
  ? | ? | -1%
- CN1CCN(S(=O)(=O)c2ccc(Oc3ccc(F)c(Cl)c3)nc2)CC1
  -1% | -11% | -6%
- O=C(CN(C(=O)CCC(=O)Nc1nccs1)c1ccccc1F)NCc1ccccc1
  -10% | ? | 1%
- Cc1cc(=O)n2[nH]c(NCc3ccc(F)cc3)nc2n1
  2% | ? | 4%
- O=C(NCc1cccc(Cl)c1)NC(=O)c1csc([N+](=O)[O-])c1
  -2% | -10% | ·

Two records drawn at random from the list so far, as already listed:
The line under a structure holds: TDP1 cell CPT | DT40 TDP1 no CPT | TDP1 block
- Cc1cc(C)c(C)c(OCC(O)CN2CCN(c3ccccn3)CC2)c1 (configuration not stated)
  ? | -21% | 5%
- CN(CC1COCCO1)C(=O)c1cc(COc2c(F)cccc2F)on1 (configuration not stated)
  -17% | ? | 1%
